Source: PubChem
POLK inh – qHTS for Inhibitors of Polymerase Kappa; Potency, µM (top dose mostly 107 µM), without a hit: at the highest dose activity, negative = inhibition, hits mostly inhibitors; 400,000 compounds, 0.53% hits; DNA polymerase kappa (Homo sapiens), Q9UBT6; purified Pol kappa, fluorescent DNA synthesis assay, 10 min; further: potency means the concentration at half of the fitted maximal effect; on the % scale 0 is the no-effect control and ±100 the full control effect
Target sequence (Q9UBT6 whole entry, looked up): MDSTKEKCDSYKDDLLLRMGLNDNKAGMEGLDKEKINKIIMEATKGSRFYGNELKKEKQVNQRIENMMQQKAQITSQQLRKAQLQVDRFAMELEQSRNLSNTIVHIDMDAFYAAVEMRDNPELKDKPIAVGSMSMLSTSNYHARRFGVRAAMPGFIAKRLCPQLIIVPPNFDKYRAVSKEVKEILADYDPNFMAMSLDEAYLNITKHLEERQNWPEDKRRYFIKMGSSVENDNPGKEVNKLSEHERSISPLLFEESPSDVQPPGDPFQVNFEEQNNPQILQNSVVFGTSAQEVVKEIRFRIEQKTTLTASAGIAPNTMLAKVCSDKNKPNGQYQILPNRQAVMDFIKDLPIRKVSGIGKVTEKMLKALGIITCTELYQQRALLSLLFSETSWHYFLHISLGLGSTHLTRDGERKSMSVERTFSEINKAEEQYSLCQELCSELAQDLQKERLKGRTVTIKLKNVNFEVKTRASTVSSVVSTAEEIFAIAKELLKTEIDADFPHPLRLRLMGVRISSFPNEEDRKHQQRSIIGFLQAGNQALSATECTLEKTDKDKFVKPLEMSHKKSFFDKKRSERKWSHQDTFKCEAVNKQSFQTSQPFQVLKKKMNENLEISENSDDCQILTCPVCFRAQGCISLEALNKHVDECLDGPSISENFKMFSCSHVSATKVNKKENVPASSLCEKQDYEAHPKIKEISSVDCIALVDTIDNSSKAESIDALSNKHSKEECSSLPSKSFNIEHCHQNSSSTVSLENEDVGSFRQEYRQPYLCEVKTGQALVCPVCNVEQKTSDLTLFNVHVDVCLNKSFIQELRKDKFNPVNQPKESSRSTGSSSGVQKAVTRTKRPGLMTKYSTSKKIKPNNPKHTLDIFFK
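Here, compound and 10 nM enzyme are combined for 15 min at room temperature; adding 50 nM substrate (final) starts DNA synthesis, tracked by fluorescence at 0 and 10 min against buffer-only wells.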
LDHA inh – qHTS assay for inhibitors of human lactate dehydrogenase; purified LDHA, NADH/diaphorase-resazurin fluorescence; stronger effect = lower value; activity change, % (values are at about 110 or 230 µM); 480,000 compounds, 0.15% hits; in the data active means activity change below about -30%; inconclusive means mostly about -25% to -30%;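 further: plate controls were DMSO wells for no effect and wells without enzyme for full effect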
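Remaining NADH was detected by diaphorase (0.133 mg/mL) converting 37 µM resazurin to fluorescent resorufin, read at 0 and 20 minutes. The preceding 5-minute room-temperature reaction used 2 nM LDHA, 0.2 mM sodium pyruvate and 0.06 mM NADH at pH 7.4.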
Anesthetic bind – qHTS Assay for Identification of Novel General Anesthetics; apoferritin/1-aminoanthracene competitive binding, fluorescence; Potency, µM (doses to about 77.5 µM), for inactives: at the top dose activity change, negative = displacement, actives largely listed as inhibitors; 350,000 compounds, 0.074% hits; further: potency means the concentration at half of the fitted maximal effect; on the % scale 0 is the no-effect control and ±100 the full control effect; nearly all actives have a fitted effect of over 20% in size
Target sequence (P02791 2-175 limits assumed): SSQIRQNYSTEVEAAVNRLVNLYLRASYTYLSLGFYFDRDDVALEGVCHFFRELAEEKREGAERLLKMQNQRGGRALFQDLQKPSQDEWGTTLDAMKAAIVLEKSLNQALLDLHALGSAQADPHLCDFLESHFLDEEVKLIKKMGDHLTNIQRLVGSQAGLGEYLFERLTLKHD
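Concentration-response curves derived by four-parameter Hill fitting of normalized fluorescence, where compounds displaced 1-AMA from 10 uM horse apoferritin following a brief 10 min room-temperature incubation; propofol titration acted as positive control.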
Pol beta inh – qHTS Assay for Inhibitors of DNA Polymerase Beta; P06746; Pol beta primer extension/strand displacement, fluorescence kinetic; Potency, µM (series often up to 114 µM), for inactives: at the highest dose activity change, negative = inhibition, most hits filed as inhibitors; 340,000 compounds, 1.3% hits; further: potency means the concentration at half of the fitted maximal effect; on the % scale 0 is the no-effect control and ±100 the full control effect
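Preincubation: enzyme (10 nM) with compound, 15 min, RT. Reaction: substrate added to 50 nM final. Reads: 0 and 10 min. Analysis: normalized, Hill fit.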
Pol eta inh – qHTS for Inhibitors of Polymerase Eta | DNA polymerase eta (Homo sapiens), Q9Y253 | recombinant Pol eta, fluorescent DNA replication assay | Potency, µM (top dose mostly 114 µM), for the others: top-dose activity change, negative = inhibition, hits mostly inhibitors | 390,000 compounds, 1.2% hits | AID 588591, 2011; further: potency means the concentration at half of the fitted maximal effect; on the % scale 0 is the no-effect control and ±100 the full control effect
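Fluorescent replication assay: 50 nM final substrate added after a 15 min room-temperature compound preincubation with 10 nM enzyme. Signal taken at 0 min and again at 10 min.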
BLM helicase inh – qHTS Assay for Inhibitors of Bloom's syndrome helicase (BLM). recombinant BLM DNA unwinding, fluorescence dequenching. Potency, µM (series often up to 56.1 µM), without a hit: at the top dose activity change, negative = inhibition, usual class: inhibitors. 350,000 compounds, 0.2% hits;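 further: potency means the concentration at half of the fitted maximal effect; plate controls were vehicle for no effect and no enzyme for full effect; nearly all actives have a fitted effect of over 35% in size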
GRP78 ERSR act – qHTS for Inducers of the Endoplasmic Reticulum Stress Response (ERSR) in Human Glioma: qHTS. U87-MG GRP78 promoter luciferase reporter, 16 h. Potency, µM, for the others: top-dose activation, usual class: activators. 420,000 compounds, 0.02% hits; further: potency means the concentration at half of the fitted maximal effect; series mostly up to about 76 µM; % of control where 0% means no effect; nearly all actives have a fitted effect of over 35% in size
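Stably transfected U87-MG human glioma cells carrying a GRP78-based luminescent sensor were seeded at 1000 cells/well, pin-dosed with compounds and incubated 16 h. Luciferase reagent was then added, and end-point luminescence was read after 10 min at room temperature.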
Pol iota inh – qHTS for Inhibitors of Polymerase Iota; Potency, µM (top dose mostly 115 µM), without a hit: at the highest dose activity, negative = inhibition, usual class: inhibitors; 390,000 compounds, 1% hits; AID 588590, 2011; Pol iota fluorescent replication assay, 10 min; DNA polymerase iota (Homo sapiens), Q9UNA4; further: potency means the concentration at half of the fitted maximal effect
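Fluorescent replication assay read twice, at 0 min and 10 min after adding 50 nM (final) substrate. Enzyme (10 nM) and compounds were first incubated 15 min at room temperature; enzyme-free buffer wells were negative controls.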
APEX1 inh – qHTS Assay for Inhibitors of the Human Apurinic/apyrimidinic Endonuclease 1 (APE1); DNA repair nuclease/redox regulator APEX1 (Homo sapiens), P27695; recombinant APE1, TAMRA/BHQ-2 abasic DNA cleavage fluorescence; Potency, µM (top dose mostly 65.8 µM), inactives show at the highest dose activity change, negative = inhibition, hits mostly inhibitors; 350,000 compounds, 0.35% hits; AID 2517, 2012;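 further: potency means the concentration at half of the fitted maximal effect; plate controls were vehicle for no effect and reference inhibitor for full effect; nearly all actives have a fitted effect of over 55% in size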
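Endonuclease cleavage of a quenched abasic-site DNA duplex (50 nM) by APE1 (0.75 nM) was tracked by TAMRA dequenching. Compounds were preincubated with enzyme 15 min at room temperature; data normalized to buffer-only and DMSO wells plus NSC13755 control.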
Active calls of the source: *; ? = inconclusive; · = not tested or not shown; & = joins results of further samples; [ ] = remark or other dose. Unless noted, the call rests on the fitted dose curve; in most records, active means well fitted curve in the direction sought with a large enough effect; inconclusive means small, poorly fitted or top-dose-only effect, or another doubt; inactive means no such curve, though single readings can be large; an effect the other way counts as inactive or inconclusive. Not all compounds are listed; the hit share may differ from the screen's.

Fields: POLK inh	LDHA inh	Anesthetic bind	Pol beta inh	Pol eta inh	BLM helicase inh	GRP78 ERSR act	Pol iota inh	APEX1 inh
CC(C)(C)NCC(=O)c1c[nH]c2ccccc12
  -11%	-3	-13%	-13%	-8%	38%[activator]	-6%	40%[activator]	6%
CC(C)C(=O)NC(=S)Nc1ccc(S(=O)(=O)Nc2ccccc2)cc1
  -8%	-2	-17%	6%	-21%	-3%	-8%	6%	0%
O=C(N/N=C/c1ccc(OCCCF)cc1)c1cc(OCC(F)(F)F)ccc1OCC(F)(F)F
  -7%	-6	-10%	26%	-9%	0%	-2%	9%	-2%
COc1ccc(OC)c(/C=N/NC(=O)c2cc3c(OC)cccc3[nH]2)c1
  -16%	-10	58%[activator]	-10%	-19%	-19%	-1%	19%	-5%
COCCNC(=O)c1cc(Br)ccc1Cl
  1%	-1	1%	3%	-11%	1%	-4%	5%	10%
CC1(C)C2CCC1(C)C(OCCNCCOC(=O)Nc1ccccc1)C2 (configuration not stated)
  -9%	-4	-22%	-6%	25%	-9%	-2%	-6%	-4%
Cc1ccc(C(=O)N2CCCC(CCC(=O)NCc3ccc(F)c(F)c3)C2)cn1 (configuration not stated)
  -13%	-1	-13%	35%	4%	-2%	1%	-2%	23%
CCCC1CC(CSc2ncn[nH]2)OC1=O (configuration not stated)
  -6%	-1	1%	-24%	-17%	5%	-5%	130%[activator]	4%
COc1ccc(CC(=O)NCCS(=O)(=O)N2CCN(c3ccccc3)CC2)cc1
  -11%	0	·	·	-2%	·	-6%	2%	1%
COc1ccc(/C=N/NC(=O)c2ccc(N(C)S(=O)(=O)c3ccccc3)cc2)cc1
  -2%	-2	-8%	-12%	-11%	-6%	-4%	-1%	9%
COc1ccc(NC(=S)N2CCC(N(C)CCN3CCOCC3)CC2)cc1Cl
  5%	-2	6%	8%	-9%	4%	-5%	21%	5%
Cc1nc(C(Cl)(Cl)Cl)nc2[nH]ccc(=O)c12
  -10%	-2	-9%	-12%	-18%	-7%	2%	56%[activator]	-1%
COc1ccc(NC(=O)C(CC(=O)O)Cc2ccc(C)cc2)cc1 (configuration not stated)
  -2%	4	-11%	0%	-17%	-1%	-5%	83%[activator]	-5%
Cc1cc(/C=N/NC(=O)c2cccnc2)c(C)n1CC(C)C
  -2%	3	-11%	47%[activator]	-24%	-6%	-5%	157%[activator]	0%
Cc1nnc(SCC(=O)NCC2COc3ccccc3O2)s1 (configuration not stated)
  -6%	-6	·	·	-4%	·	-3%	10%	7%
COc1ccccc1N1C(=O)S/C(=C\c2cccs2)C1=O
  -1%	1	-15%	?	-17%	-3%	-2%	-2%	32%
Cc1cc2c(SCc3ccccc3Cl)nc(N)nc2nc1C
  -4%	-7	·	·	-13%	·	2%	23%	·
Nc1cc(=O)[nH]c(SCC(=O)Nc2ccc(S(=O)(=O)N3CCOCC3)cc2)n1
  -12%	-2	-12%	4%	-2%	-1%	-7%	-13%	-7%
Cc1ccc(S(=O)(=O)N2CCCOC2CNC(=O)C(=O)NCc2ccc3c(c2)OCO3)cc1 (configuration not stated)
  -7%	-10	-13%	66%	-5%	-2%	-1%	18%	-3%
Cc1ccc2c(COC(=O)c3n[nH]c4ccccc34)cc(=O)oc2c1
  -26%	-10	?	0%	-4%	1%	-3%	-16%	4%

Further structures follow:
Fields: POLK inh	LDHA inh	Anesthetic bind	Pol beta inh	Pol eta inh	BLM helicase inh	GRP78 ERSR act	Pol iota inh	APEX1 inh
CCOC(=O)C(C)Sc1nnc(CSc2nc3nc(C)cc(C)n3n2)o1 (configuration not stated)
  4%	2	-13%	24%	-15%	0%	4%	13%	-1%
COc1cc(C(C)=O)ccc1OCC(=O)NC(=O)Nc1ccc(C)cc1C
  11%	-1	·	·	-13%	·	-2%	14%	-3%
Cc1ccc(S(=O)(=O)N2CCN(C(=O)CCC(=O)Nc3ccc(Br)c(C)c3)CC2)cc1
  -11%	-4	·	·	-13%	·	3%	8%	·
O=C(Nc1ccc(N2CCN(c3ccc(F)cc3)CC2)c(C(=O)O)c1)c1ccccc1F
  -1%[60.1 µM]	-6	-6%	-2%	2%	3%	-1%	-10%	·
Cc1cc(C)cc(NC(=O)CSc2nc3c(c(=O)[nH]2)CN(Cc2ccc(F)cc2)CC3)c1
  -10%&-8%	0&-8	-9%&1%	-1%&30%	-18%&-14%	0%&4%	-2%&1%	47%&12%[activator]	?
CCOC(=O)c1cnc2ccc(OCC)cc2c1Nc1cc(Cl)c(OC)cc1OC
  0%	-3	6%	1%	-25%	-15%	-3%	-26%	·
Nc1nc(SCc2ccc(Cl)cc2Cl)nc2nc3c(cc12)CCCC3
  -25%	-4	-10%	10µM*	?	-23%	-3%	79µM*	19%
CCOC(=O)C1CCN(CC(O)COCc2ccc(Cl)cc2)CC1 (configuration not stated)
  -8%	-1	-8%	4%	-3%	0%	-4%	-4%	25%
Cc1cc(C)c2c(=O)[nH]c(SCC(=O)Nc3ccc(Br)cc3)nc2n1
  -4%	-11&4	2%	22%	-4%	-9%	1%	?	5%
CC(C)Cn1c(-c2cccs2)nc2nc3ccccc3nc21
  -8%	-5	459%[activator]	-26%	-11%	1%	-3%	3%	7%
C=CCn1c(=O)c(C(=O)NC2CC2)c(O)c2cc(OC)c(OC)cc21
  6%	3	-11%	27%	-15%	-3%	2%	15%	27%
CN(C)c1ccc(/C=C/c2ccccn2)cc1
  -31%	-7	·	·	·	·	-2%	-18%	·
O=C1C=C(NCc2ccc(Cl)c(Cl)c2)C2(CCCCC2)O1
  -9%	-9	-10%	14%	1%	-2%	-9%	-14%	-2%
COC(Cc1nnc(SC)n1-c1ccccc1)OC
  -12%	-6	-9%	16%	1%	-3%	-3%	10%	5%
O=C(CSc1ncc(-c2ccc(F)cc2)[nH]1)N1CCCCC1
  1%	5	-5%	-1%	-2%	-6%	9%	26%	0%
Cc1ccc(CC(=O)Nc2ccc(S(=O)(=O)Nc3nccc(C)n3)cc2)cc1
  13%	0	-4%	7%	-6%	-6%	-5%	-28%	43%
COc1ccc(CNC(=O)CC(c2ccc(OC)c(OC)c2)N2Cc3ccccc3C2=O)cc1 (configuration not stated)
  -29%	2	-8%	5%	-7%	0%	-4%	24%	·
O=C(Cn1cc(C(F)(F)F)ccc1=O)Nc1cccc(S(=O)(=O)N2CCOCC2)c1
  -19%	-3	-8%	17%	-7%	2%	-2%	5%	-9%
CCN(CC)CCCN(Cc1cc2cc(OC)ccc2[nH]c1=O)C(=O)Nc1ccccc1
  -15%	-1	-5%	20%	-15%	-14%	1%	49%[activator]	-7%
O=c1[nH]c(Nc2ccccc2)cc2cc(Br)ccc12
  ?	12	·	·	40µM*	·	-3%	?	·

The listing continues:
Fields: POLK inh	LDHA inh	Anesthetic bind	Pol beta inh	Pol eta inh	BLM helicase inh	GRP78 ERSR act	Pol iota inh	APEX1 inh
O=c1ccc(-c2nc3cc(Cl)ccc3n2Cc2ccccc2)c[nH]1
  -19%	-4	-13%	9%	-9%	-2%	-3%	-7%	?
COc1ccc(CNC(=O)C2=C(C)C(=O)OC23CCCCC3)cc1OC
  8%	1	-4%	32%	1%	-1%	-4%	-12%	·
Cc1cccc(OCC(=O)N2CCC(N3CCCCCC3)CC2)c1
  -9%	0	9%	1%	3%	-10%	-1%	28%	1%
COC(=O)[C@@]1(Cc2ccc(OC)cc2)[C@H]2c3cc(C(=O)N(C)C)n(CCSCCO)c3C[C@H]2CN1C(=O)c1ccccc1
  -11%	1	?	-3%	-12%	-5%&2%	1%	2%	7%&-3%
COC(=O)CNC(=O)C1Nc2ccc(OC(F)(F)F)cc2C2C=CCC12 (configuration not stated)
  -6%	2	·	·	-11%	·	-3%	37%	·
N/C(CS(=O)(=O)c1ccccn1)=N\OC(=O)c1ccccc1Cl
  -6%	-2	4%	?	-7%	0%	1%	19%	-2%
CC(NS(=O)(=O)c1ccccc1[N+](=O)[O-])c1ccccn1 (configuration not stated)
  -20%	-3	·	·	·	·	-3%	22%	·
CSc1nnc(CNS(=O)(=O)c2ccc(F)cc2)n1C
  -1%	-3	-3%	33%	-18%	2%	-5%	66%[activator]	24%
CCOc1ccc(NCC(=O)N/N=C/C=C/c2ccccc2)cc1
  -6%	2	-17%	-23%	-12%	-4%	-1%	15%	-6%
COc1ccc2c(c1)c1ncnc(N3CCN(Cc4ccc5c(c4)OCO5)CC3)c1n2C
  ·	·	-2%	19%	·	2%	·	·	-8%
CCOC(=O)c1[nH]c(C)c(C(=O)c2ccc(C)cc2)c1C
  -16%	-10	?	-9%	1%	-7%	2%	-4%[58.9 µM]	2%
Cc1nc(CCNC(=O)Cc2ccc(F)cc2)cs1
  -1%	1	1%	-8%	-19%	-1%	-3%	8%	-4%
Cc1ccc(S(=O)(=O)N2CCN(c3ccccc3)CC2)cc1
  -1%	-11	-4%	-24%	-4%	-2%	-1%	131%[activator]	-22%
CC(=O)N(C)c1ccc(NC(=O)C(c2ccccc2)c2ccccc2)cc1
  -14%	-6	·	·	-8%	·	-4%	-13%[58.9 µM]	·
CCOC(=O)c1c(NCc2ccccc2)n[nH]c1C
  -9%	-5	-6%	18%	-7%	2%	-3%	30%[activator]	4%
